# High-throughput results from PubChem.
# Giardia FBPA inh: qHTS Assay for Inhibitors of Fructose-1,6-bisphosphate Aldolase from Giardia Lamblia; purified Giardia FBPA; Potency, µM (titrated, usually from 59.6 µM), inactives show top-dose activity, negative = inhibition, hits mostly inhibitors; hit rate 0.71% among 290,000; note: potency is the fitted concentration of half-maximal effect; nearly all actives have a fitted effect of over 55% in size
# Target sequence (A8B2U2 whole entry, looked up): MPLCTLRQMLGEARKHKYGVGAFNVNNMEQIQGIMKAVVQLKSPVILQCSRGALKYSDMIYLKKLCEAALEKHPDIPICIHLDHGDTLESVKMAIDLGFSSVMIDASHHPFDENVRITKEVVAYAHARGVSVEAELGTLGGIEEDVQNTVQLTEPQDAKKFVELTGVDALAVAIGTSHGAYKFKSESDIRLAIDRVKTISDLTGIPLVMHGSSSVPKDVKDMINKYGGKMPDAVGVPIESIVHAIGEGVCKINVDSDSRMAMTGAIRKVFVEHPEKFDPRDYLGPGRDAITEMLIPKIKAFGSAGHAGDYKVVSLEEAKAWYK
#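 40 nM FBPA preincubated 10 min at RT with compound (up to 57.5 uM final), then substrate plus GAPDH/TPI/NAD/arsenate coupling and diaphorase/resazurin added. Fluorescence read after 20 min at RT, 525/598 nm.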
# AmpC inh detg: qHTS Inhibitors of AmpC Beta-Lactamase (assay with detergent) | AmpC hydrolysis of nitrocefin, absorbance 480 nm, 0.01% Triton | P00811 | hit rate 0.041% among 370,000 | Potency, µM (titrated, usually from 114 µM), inactives show at the top dose activity change, negative = inhibition, most hits filed as inhibitors | AID 485294, 2010;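 note: potency is the fitted concentration of half-maximal effect; 0% = no-compound wells and -100% = no-enzyme wells; nearly all actives have a fitted effect of over 25% in size; some results filed as inactive show a strong effect at the top dose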
# Target sequence (P00811 whole entry, looked up): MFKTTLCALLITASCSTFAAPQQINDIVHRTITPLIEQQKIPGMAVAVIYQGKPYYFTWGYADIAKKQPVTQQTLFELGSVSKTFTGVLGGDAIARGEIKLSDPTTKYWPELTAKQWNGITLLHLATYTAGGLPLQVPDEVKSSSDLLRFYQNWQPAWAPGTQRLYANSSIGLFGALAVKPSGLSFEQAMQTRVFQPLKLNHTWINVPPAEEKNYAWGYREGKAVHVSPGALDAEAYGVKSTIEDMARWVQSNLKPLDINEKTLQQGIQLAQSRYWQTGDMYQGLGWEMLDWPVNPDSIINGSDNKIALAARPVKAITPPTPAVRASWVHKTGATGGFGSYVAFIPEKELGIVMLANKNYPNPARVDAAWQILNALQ
#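 AmpC (5.3 nM in the dispensed reagent) in 20 mM phosphate pH 7.0 with 0.01% (detergent screen) or 0.0001% Triton X-100 was preincubated with compounds for 15 min at room temperature. Nitrocefin was then added from an 800 uM solution, and hydrolysis was followed at 480 nm.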
# AmpC inh no detg: qHTS Inhibitors of AmpC Beta-Lactamase (assay without detergent). P00811. AmpC nitrocefin hydrolysis, absorbance 480 nm, 0.0001% Triton. Potency, µM (doses to about 57.1 µM), for inactives: top-dose activity change, negative = inhibition, usual class: inhibitors. hit rate 0.52% among 330,000. AID 485341, 2010;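 note: potency is the fitted concentration of half-maximal effect; plate controls were no compound for no effect and no enzyme for full effect; nearly all actives have a fitted effect of over 20% in size; some results filed as inactive show a strong effect at the top dose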
#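 AmpC (5.3 nM in the dispensed reagent) in 20 mM phosphate pH 7.0 with 0.01% (detergent screen) or 0.0001% Triton X-100 was preincubated with compounds for 15 min at room temperature. Nitrocefin was then added from an 800 uM solution, and hydrolysis was followed at 480 nm.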
# HCV inhibitor: qHTS Assay for Inhibitors of Hepatitis C Virus (HCV). Huh7.5.1 HCVcc-Cre infection, luciferase reporter, 44 h. Potency, µM (doses to about 41.8 µM), for the others: at the highest dose activity change, negative = inhibition, hits mostly inhibitors. hit rate 3.4% among 340,000. AID 651820, 2012; note: potency is the fitted concentration of half-maximal effect
#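 Cells seeded at 1,000/well and cultured 4 h, then compounds added followed by HCVcc-Cre virus (~0.5 moi). After 44 h further culture, luciferase substrate was added, plates held 15 min at room temperature, and luminescence read for 15 sec.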
# Sm TGR block: qHTS Assay for the Inhibitors of Schistosoma Mansoni Peroxiredoxins. Schistosoma mansoni thioredoxin glutathione reductase (TGR), Q962Y6. purified TGR, DTNB reduction, TNB absorbance 405 nm. Potency, µM (doses to about 114 µM), inactives show top-dose activity change, negative = inhibition, most hits filed as inhibitors. hit rate 3% among 360,000; note: potency is the fitted concentration of half-maximal effect; nearly all actives have a fitted effect of over 60% in size
#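 First, TGR (20 nM dispensed) and NADPH were mixed with compound. Second, a 15 min room-temperature incubation followed. Third, further NADPH and then DTNB were added to start the reaction. Finally, TNB absorbance was monitored kinetically.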
# HCMV inh: qHTS Assay for inhibitors of the human cytomegalovirus (HCMV); activity change, negative = inhibition, % at 57.5 µM; hit rate 4.5% among 410,000; HFF cells, HCMV-luciferase reporter, 72 h; hits give low values; in the data active = activity change below about -60%; inconclusive = no clear call, values can overlap the other calls; inactive = above about -39%
#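 HFF cells seeded 16 h at 37C, treated with compounds, infected with luciferase-reporter HCMV at MOI 1 PFU/cell; luciferase read at 72 h post infection, normalized to buffer-only and Salinomycin controls.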
# Numbers without * were called inactive; ? = inconclusive; / = no result given; & = joins results of further samples; [ ] = another dose, or the depositor's remark. Unless noted, calls come from the whole dose curve; as a rule, active = well fitted curve in the direction sought with a large enough effect; inconclusive = small, poorly fitted or top-dose-only effect, or another doubt; inactive = no such curve, though single readings can be large; an effect the other way counts as inactive or inconclusive. Unless noted, % is set by controls: 0 for no effect and ±100 for the full control effect.
SMILES,Giardia FBPA inh,AmpC inh detg,AmpC inh no detg,HCV inhibitor,Sm TGR block,HCMV inh
O=c1c(S(=O)(=O)c2ccc(Cl)cc2)cn(Cc2ccc(F)cc2)c2ccc(F)cc12,/,-5%,/,/,-12%,-6
N#C/C(=C\N1CCOCC1)C(N)=O,3%,-5%,-4%,24%,15%,2
CC(=O)OCCn1c(Br)nc2c1c(=O)[nH]c(=O)n2C,-6%,-3%,-23%,8%,9%,64
O=C(COc1ccc(S(=O)(=O)N2CCCCC2)cc1Cl)N1CCCC1,-1%,-6%,21%,22%,-1%,1
CCOc1cc(N2CCOCC2)c(OCC)cc1NC(=O)CN1CCCC(C)C1 (configuration not stated),-11%,-1%,147%[activator],?,3%,-23
CCOC(=O)C1CCC(CN(Cc2ccc(OC)cc2)S(=O)(=O)c2ccc(F)c(C(=O)Nc3ccc(C)c(C)c3)c2)CC1 (configuration not stated),/,2%,/,/,4%,31
O=C(CNC(=O)Cc1ccccc1)N=Nc1c(O)[nH]c2ccc(Br)cc12,-18%,9%,-25%,7%,-22%,?
NC(=O)C1CCN(C(=O)CCCCCn2c(=O)[nH]c3ccsc3c2=O)CC1,0%,-4%,-22%,?,-5%,34
CCOc1cc(C(=O)O/N=C(\N)c2ccccn2)cc(OCC)c1OCC,18%,-7%,60%,?,-2%,45
Cc1ccc(S(=O)(=O)N2c3ccccc3-c3c(ssc3=S)C2(C)C)cc1,0%,-4%,?,?,1%,-35
CCCCOC(=O)c1ccc(NC(=O)C2(c3cccs3)CCOCC2)cc1,/,6%,/,/,10%,4
CCCCN1CC(=O)N2[C@H]3c4ccc(OC)cc4OC[C@@H]3[C@H](C(=O)OCC)[C@]2(C)C1=O,/,0%,121%[activator],8%,-5%,-13
COc1ccc(C)cc1NS(=O)(=O)c1cnc(N)nc1,/,6%,/,/,3%,-25
COC(=O)CCC(NC(=O)OCc1ccccc1)C(=O)NC(CC(C)C)C(=O)OC (configuration not stated),0%,-5%,49%,-1%,-33%,-2
CCNC(=S)NNC(=O)c1csc2c1CCCC2,4%,1%,-20%,5%,13%,-5
CCN(Cc1ccccc1)S(=O)(=O)c1csc(C(N)=O)c1,/,-2%,-22%,6%,6%,?
COc1ccc(C(=O)CN2CCN(S(=O)(=O)c3cccc([N+](=O)[O-])c3)CC2)cc1OC,-13%,-8%,2%,4%,-23%,27
CC(C)N1CCc2c(sc(NC(=O)c3ccc(S(=O)(=O)N4CCOCC4)cc3)c2C#N)C1,-17%,-8%,10%,?,45µM*,/
O=C(COC(=O)c1ncc(Cl)c(Cl)c1Cl)NC1CCCCCC1,/,-11%,3%,10%,-8%,-15
CC(=NCCCN1CCOCC1)c1c(O)n(Cc2ccccc2)c(=O)[nH]c1=O,-6%,-12%,19%,12%,-20%,36
CC(C)[C@H](NC(=O)c1ccco1)C(=O)OCc1cc(=O)n2c(n1)sc1ccccc12,-7%,-1%,-33%,0%,-4%,18
CCOc1cc2[nH]c(=O)n(Cc3ccc(C(=O)NCCOC)cc3)c(=O)c2cc1OCC,-5%,11%,66%[activator],17%,4%,19
COc1cccc(CC2(CO)CCCN(Cc3ccc4c(c3)OCCO4)C2)c1 (configuration not stated),4%,-1%,-2%,-25%,5%,-3
Oc1ccc(O)c(Cc2nc3ccccc3[nH]2)c1,-29%,0%,-50%,-3%,6.3µM*,-22
Cc1c(C#N)c(NC(=O)c2ccccc2)n(Cc2ccccc2)c1C,-3%,1%,?,-7%,-7%,-33
CCOC(=O)C1CCCN(S(=O)(=O)c2ccc(OC)c3ccccc23)C1 (configuration not stated),-6%,-6%,31%,-20%,9%,-21
C#CCN1C(=O)S/C(=C\c2cc3c(cc2OC)OCO3)C1=O,-2%,4%,-3%,6%,3%,-17
CCOC(=O)CSc1ncnc2c1c(-c1ccccc1)cn2-c1ccc(OC)cc1,0%,-4%&-7%,20%,2%,-8%&1%,23&-32
C[N+](C)(C)CCCCCCC(=O)/C=N/O,2%,-10%,-14%,12%,-9%,8
Cc1cccc(C)c1NC(=O)N1CCC(N2CCCCC2)CC1,5%,-10%,8%,7%,2%,20
COc1cccc(N2CCN(c3ccc4nnc(CCC(=O)Nc5cc(C)ccn5)n4n3)CC2)c1,/,0%,24%,-2%,-4%,-31
CCOc1ccccc1N/C(=C(/C(Cl)=C(Cl)Cl)[N+](=O)[O-])n1cncn1,?,-15%,-47%,?,6.3µM*,81
O=C(Nc1ccc(Br)cc1)C1CCN(C(=O)c2ccco2)CC1,14%,0%,119%[activator],6%,6%,-10
Cc1ccccc1NC(=O)c1nc[nH]c1C(=O)NCc1ccccc1,-3%,2%,1%,?,4%,?
CCc1ccc(S(=O)(=O)c2cn(Cc3ccc(OC)cc3)c3cc(OC)c(OC)cc3c2=O)cc1,/,5%,/,/,5%,-3
O=S(=O)(Nc1cccc(-n2cnnn2)c1)c1ccccc1C(F)(F)F,-5%,-7%,-20%,13%,0%,20
Cc1cc(C(=O)Nc2ccc(F)cc2F)on1,-4%,-4%,-9%,13%,3%,-5
CCCCc1ccc(NC=C2C(=O)OC3(CCCCC3)OC2=O)cc1,4%,0%,-16%,10%,4%,-31
CN1CCN(CCC(=O)Nc2ccc(F)c(F)c2)CC1,4%,-13%,-21%,7%,-18%,33
CCC(C)NC(=O)COCc1cc(-c2ccc3c(c2)OCO3)on1 (configuration not stated),0%,-2%,-17%,-7%,4%,46
O=C(N/N=C/c1c(F)c(F)c(F)c(F)c1F)c1cc(-c2ccccc2)nc2ccccc12,4%,-8%,-20%,-1%,6%,-24
CCOC(=O)C1(CCc2ccccc2)CCN(C(=O)CCn2cncn2)CC1,4%,-5%,76%[activator],11%,-12%,-27
CN(C(=O)CSc1nnc(-c2ccc(Cl)cc2)n1C)C1CCS(=O)(=O)C1 (configuration not stated),/,/,-15%,8%,/,-8
Cc1cc(N2C(=O)C(O)=C(C(=O)c3ccc(C)o3)C2c2ccc([N+](=O)[O-])cc2)no1 (configuration not stated),/,1%,-35%,1%,-30%,?
Cc1ccc(S(=O)(=O)c2c(N)n(Cc3ccco3)c3nc4ccccc4nc23)cc1C,-13%,0%,-41%,?,10µM*,/
O=C(/C=C/c1cccnc1)/C=C/c1cccnc1,-1%,-9%,-12%,?,3.2µM*,-97*
CN(C1CCCCC1)S(=O)(=O)c1ccc(NC(=O)C2CCCCC2)cc1,-6%,-13%,-39%,14µM*,-19%,23
O=C(Cn1nc(-c2ccccc2)c2c(c1=O)CCCC2)Nc1ccc(F)c(Cl)c1,/,14%,/,/,0%,-7

# Exported with two lines to a compound: 11 of the compounds above.
# Value order: Giardia FBPA inh	AmpC inh detg	AmpC inh no detg	HCV inhibitor	Sm TGR block	HCMV inh
CCCCc1ccc(NC=C2C(=O)OC3(CCCCC3)OC2=O)cc1
 : 4%	0%	-16%	10%	4%	-31
CN1CCN(CCC(=O)Nc2ccc(F)c(F)c2)CC1
 : 4%	-13%	-21%	7%	-18%	33
CCC(C)NC(=O)COCc1cc(-c2ccc3c(c2)OCO3)on1 (configuration not stated)
 : 0%	-2%	-17%	-7%	4%	46
O=C(N/N=C/c1c(F)c(F)c(F)c(F)c1F)c1cc(-c2ccccc2)nc2ccccc12
 : 4%	-8%	-20%	-1%	6%	-24
CCOC(=O)C1(CCc2ccccc2)CCN(C(=O)CCn2cncn2)CC1
 : 4%	-5%	76%[activator]	11%	-12%	-27
CN(C(=O)CSc1nnc(-c2ccc(Cl)cc2)n1C)C1CCS(=O)(=O)C1 (configuration not stated)
 : /	/	-15%	8%	/	-8
Cc1cc(N2C(=O)C(O)=C(C(=O)c3ccc(C)o3)C2c2ccc([N+](=O)[O-])cc2)no1 (configuration not stated)
 : /	1%	-35%	1%	-30%	?
Cc1ccc(S(=O)(=O)c2c(N)n(Cc3ccco3)c3nc4ccccc4nc23)cc1C
 : -13%	0%	-41%	?	10µM*	/
O=C(/C=C/c1cccnc1)/C=C/c1cccnc1
 : -1%	-9%	-12%	?	3.2µM*	-97*
CN(C1CCCCC1)S(=O)(=O)c1ccc(NC(=O)C2CCCCC2)cc1
 : -6%	-13%	-39%	14µM*	-19%	23
O=C(Cn1nc(-c2ccccc2)c2c(c1=O)CCCC2)Nc1ccc(F)c(Cl)c1
 : /	14%	/	/	0%	-7

# Carrying on:
SMILES,Giardia FBPA inh,AmpC inh detg,AmpC inh no detg,HCV inhibitor,Sm TGR block,HCMV inh
Nc1ncnc2c1ncn2C1OC(CO)C(O)C1N (configuration not stated),4%,?,-7%,6%,4%,-6
CC(C)(CO)CNC(=O)CC1C(=O)NCCN1CC(c1ccccc1)c1ccccc1 (configuration not stated),-12%,?,50%,8%,?,-12
FC(F)c1nnc2c(Cl)cc(C(F)(F)F)cn12,1%,-3%,-11%[2.29 µM],-11%,13%,7
O=C(Nc1cc(C(F)(F)F)ccc1N1CCCCC1)c1ccco1,5%,-11%,-20%,?,-7%,?
COc1cc2c(=O)n(CC3CCCO3)c(=O)n(CC(=O)Nc3ccccc3)c2cc1OC (configuration not stated),-8%,-2%,49%,-5%,4%,-32
CO/N=C/c1ccc(OC)c(Oc2nc(OC)cc(OC)n2)c1,3%,8%,-7%,?,0%,-23
COc1cccc(CNC(=O)c2ccc(S(=O)(=O)N3CCOCC3)cc2)c1,/,?,91%[activator],5%,2%,-1
COc1ccc(Cc2nnc(NS(=O)(=O)c3ccccc3)s2)cc1,9%,-3%,-37%,17%,0%,20
CC(C)CNC(=S)Nc1ccccc1F,-5%,3%,-10%,27%,-14%,-28
Cc1ccc(-c2ccc(/C=N/NC(=O)CN3CCOCC3)o2)cc1[N+](=O)[O-],?,-2%,-5%,?,?,-30
O=C(Nc1ccc(F)cc1F)c1cc(-c2ccc3c(c2)OCO3)on1,-1%,0%&27%,-18%,-8%,-11%&7%,1&29
COc1ccc(S(=O)(=O)N2CCCCC2)cc1NC(=O)C1CCCC1,/,-19%,-28%,3%,-5%,10
O=C(N/N=C/c1ccc(O)cc1O)/C(=C/c1ccccc1)CCO,-22%,-18%,-28%,?,-6%,-18
O=C(COc1ccc(Cl)cc1)N1CCN(C(=O)c2cccc(F)c2)CC1,1%,0%,30%,1%,4%,-2
CC(=O)NC(C(=O)OCC(=O)N(c1ccccc1)c1ccccc1)C(C)C (configuration not stated),2%,8%,1%,-23%,-4%,0
